From PubChem
Scp-1 inhibitor – blocks human Scp-1 phosphatase activity; Q9GZU7; Recombinant Scp1, phosphopeptide, malachite green phosphate absorbance; inhibition, % at 20 µM; hit rate 0.88% among 340,000; AID 493091;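 active = inhibition above about 50% at 20 µM, limit read from the data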;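 also: plate controls were DMSO wells with enzyme for no effect and wells lacking enzyme for full effect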
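Incubation: 45 min enzyme reaction at room temperature / System: truncated SCP-1 phosphatase (76-261aa) / Reagent: Phospho 17-mer peptide substrate / Buffer or medium: Acidic Tris acetate buffer with magnesium and detergent / Signal: absorbance at 630 nm / Doses: one concentration, 20 µM, with 1.0% DMSO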
STEP inh – STEP (human) phosphatase inhibition; P54829; recombinant STEP, OMFP fluorogenic substrate, fluorescence; inhibition, % at 20 µM; hit rate 0.25% among 360,000; AID 588621;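 active = inhibition at 20 µM, scaled per plate between control wells, above about 37%, limit read from the data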;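 also: 0% = DMSO with enzyme and substrate and 100% = substrate only without enzyme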
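Test system: STEP tyrosine phosphatase / Reagent: OMFP at 25 µM / Doses: 20 µM, 1% DMSO / Read-out: percent inhibition scaled to no-enzyme and uninhibited-enzyme controls, plate-pattern corrected / Detection: FITC-channel fluorescence of OMFP product / Medium: Bis-Tris buffer pH 6.0, 2.5 mM DTT, 0.005% Tween 20 / Schedule: 20 min at room temperature, dark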
LMPTP block – blocks human LMPTP phosphatase. P24666. recombinant LMPTP-A, OMFP fluorogenic substrate, fluorescence intensity. inhibition, % at 20 µM. hit rate 0.22% among 360,000;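 active = compounds that cut the enzyme signal by at least half of the control window in the single-dose screen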;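 also: plate controls were DMSO wells with enzyme plus substrate for no effect and substrate without enzyme for full effect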
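Material: LMPTP-A; amount: 0.625 nM enzyme; doses: single 20 µM dose; times: reaction 50 min, room temperature, dark; technique: fluorescence intensity of OMFP turnover product; benchmarks: no-enzyme and uninhibited controls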
SUMO1 PPI mod – modulators of human SUMO1-mediated protein-protein interactions; P63165; SUMO1 binding to a labelled peptide, TR-FRET, 1 h; inhibition, % at 20 µM; hit rate 0.33% among 360,000; AID 602429; in the data active = inhibition above about 37%
Rpn11 block – Rpn11 (human) deubiquitinase inhibition; human 26S proteasome, Ub4-pepOG fluorescence polarization; 20S core pre-blocked with epoxomicin; AID 588493; O00487; hit rate 0.59% among 360,000; calls only at 20 µM;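 active = inhibition at 20 µM, scaled to each plate's controls, above about 33%, limit read from the data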
NadD block – NadD (S. aureus) enzyme inhibition. purified NadD enzyme, colorimetric absorbance read-out. inhibition, % at 20 µM. hit rate 0.78% among 360,000; in the data active = inhibition above about 26%; also: some compounds past the cut are filed as inactive
DNMT1 inh – blocks human DNA methyltransferase DNMT1 | hit rate 0.83% among 360,000 | P26358 | DNMT1 molecular beacon, Hinp1I cleavage, fluorescence | inhibition (reported as % activation of signal), % at 10 µM; in the data active = inhibition above about 50%
Target sequence (P26358 504-1616 limits assumed): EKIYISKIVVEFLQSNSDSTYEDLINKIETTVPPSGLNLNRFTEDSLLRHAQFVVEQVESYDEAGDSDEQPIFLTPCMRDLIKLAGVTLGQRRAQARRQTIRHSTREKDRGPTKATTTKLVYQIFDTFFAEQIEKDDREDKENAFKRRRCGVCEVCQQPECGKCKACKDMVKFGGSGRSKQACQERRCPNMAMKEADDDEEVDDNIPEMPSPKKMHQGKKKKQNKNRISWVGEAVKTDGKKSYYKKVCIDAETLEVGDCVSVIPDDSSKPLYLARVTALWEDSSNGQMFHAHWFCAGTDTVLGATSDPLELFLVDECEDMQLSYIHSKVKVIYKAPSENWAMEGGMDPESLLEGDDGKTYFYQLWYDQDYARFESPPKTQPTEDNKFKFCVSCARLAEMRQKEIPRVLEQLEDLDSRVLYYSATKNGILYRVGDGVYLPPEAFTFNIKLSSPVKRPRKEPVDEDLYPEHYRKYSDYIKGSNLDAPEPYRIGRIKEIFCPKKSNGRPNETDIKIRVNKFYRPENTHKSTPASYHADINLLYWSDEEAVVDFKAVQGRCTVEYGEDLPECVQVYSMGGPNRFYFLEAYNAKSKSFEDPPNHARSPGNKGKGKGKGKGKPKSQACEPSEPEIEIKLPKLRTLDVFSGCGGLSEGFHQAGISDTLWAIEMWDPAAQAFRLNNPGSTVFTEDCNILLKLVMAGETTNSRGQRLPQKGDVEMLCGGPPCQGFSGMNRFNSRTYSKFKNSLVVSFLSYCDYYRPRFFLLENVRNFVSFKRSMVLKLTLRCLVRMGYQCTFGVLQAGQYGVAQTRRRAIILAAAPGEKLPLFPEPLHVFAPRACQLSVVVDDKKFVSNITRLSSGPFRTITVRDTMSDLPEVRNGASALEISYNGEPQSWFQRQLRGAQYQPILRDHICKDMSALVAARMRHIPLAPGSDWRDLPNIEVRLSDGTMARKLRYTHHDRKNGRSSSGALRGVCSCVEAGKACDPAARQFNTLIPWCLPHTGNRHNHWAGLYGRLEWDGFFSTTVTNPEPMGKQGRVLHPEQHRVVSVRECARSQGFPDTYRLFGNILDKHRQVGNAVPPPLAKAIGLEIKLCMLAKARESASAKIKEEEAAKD
Neddylation inh – inhibitors of human cullin neddylation; P61081+Q13564; TR-FRET cullin neddylation, biochemical; calls only at 25 µM; hit rate 0.58% among 360,000; in the data active = inhibition above about 36%
Rin1 Abl inh – blocks binding of human Rin1 to Abl | TR-FRET Rin1/Abl binding, biochemical | inhibition, % at 7.35 µM | hit rate 0.4% among 360,000; in the data active = inhibition above about 5%, passing the limit was not always enough
CSN inh – CSN deneddylation inhibition; inhibition, % at 12.5 µM; Purified CSN, SCF-Nedd8-OG deneddylation, fluorescence polarization; hit rate 0.38% among 360,000; Q92905;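 active = pattern-corrected inhibition above about 35%, with an unprinted fluorescence ratio check between 0.5 and 1.5, limit read from the data, passing the limit was not always enough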;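 also: 0% = enzyme with substrate and 100% = substrate without enzyme; some results filed as inactive read as strong as hits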
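test system = HEK293T-derived human Csn5 enzyme | amount = 0.24 nM Csn5 enzyme, final concentration | medium = Tris/NaCl/DTT buffer, pH 7.5 | schedule = 90 min reaction at room temperature | signal = FP | evaluation = inhibition of Csn5 cleavage, % | compound dosing = single dose of 12.5 µM compound with 0.25% DMSO | probe or stimulus = 10 nM SCFSkp2-Nedd8OG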
An asterisk follows results filed as active; i = inactive; . = not tested or not shown; + = active, no number.

SMILES	Scp-1 inhibitor	STEP inh	LMPTP block	SUMO1 PPI mod	Rpn11 block	NadD block	DNMT1 inh	Neddylation inh	Rin1 Abl inh	CSN inh
COc1ccccc1OCCn1c(=O)n(C)c2ccccc21	-5	0	-0.6	13	i	-5	-2	i	1	0
O=C(COC(=O)COc1cccc(F)c1)Nc1nc2ccccc2s1	-8	1	-0.2	2	i	2	4	i	1	-3
CC(=O)c1ccc(S(=O)(=O)N(C)CCCC(=O)N2CCN(c3ncccn3)CC2)cc1	-6	-1	-1.1	2	i	-3	7	i	4	0
O=C1c2ccccc2C(=O)c2c(/C=C/N3CCCCC3)ccnc21	-13	-1	3.2	-3	i	10	0	i	-3	-10
Cc1ccc(N2C(=O)CC(N3CCc4ccccc43)C2=O)cc1Cl (stereo not drawn)	-4	2	-0.1	-1	i	-3	2	i	-4	-4
Cc1ccc(NC(=O)C2CCCN(c3ncccn3)C2)cc1C (stereo not drawn)	-4	-3	-0.4	0	i	5	0	i	0	0
O=C(CSc1nnnn1C1CC1)N1CCN(Cc2ccccc2F)CC1	-5	1	0.2	8	i	-3	2	i	1	0
CCCCN(C(=O)c1cccc2c(=O)c(C)c(-c3ccccc3)oc12)c1ccccc1	-1	1	2.0	25	i	2	2	i	-2	1
CCOC(=O)C1=C(N)N2C(=O)C(C)SC2=C(C(=O)OCC)C1c1ccccc1 (stereo not drawn)	-4	2	0.3	3	i	18	-6	i	1	-1
C[C@H](NC(=O)c1ccccc1Cl)C(=O)OCC(=O)NNC(=O)c1cccs1	2	-4	-0.2	4	i	-4	1	i	3	-1
Cc1cccc(C(=O)Nc2nnc(COc3ccccc3)s2)c1	-8	-4	-0.3	-6	i	-10	-2	i	-2	2
Cc1ccc2[nH]c(=O)c(CNC(C)(C)C)cc2c1	-5	1	0.4	-22	i	0	1	i	4	-3
O=C(NC(C(=O)N1CCCC1C(=O)O)=C1CCCCC1)c1ccccc1 (stereo not drawn)	-7	-3	-1.6	7	i	-3	4	i	-1	-5
CC(C)C1Cc2[nH][nH]c(=O)c2C(C2CC2)O1 (stereo not drawn)	.	.	-0.3	2	.	7	.	i	.	-2
Nc1nnc(CSCc2ccc(F)cc2)s1	-1	1	2.7	0	i	3	-5	i	0	-2
Cc1nn2c(NCCCN(C)C)c3c(nc2c1-c1ccccc1)CCC3	-11	3	1.9	3	i	-4	-3	i	-6	1
O=C(NCCOc1ccc(F)cc1)c1ccccc1SCc1ccccc1	1	1	2.2	5	i	-5	0	i	1	-4
CCCCNCC#CCOc1cc(C)ccc1C(C)C	-3	-2	-0.7	-2	i	5	2	i	3	1
Cc1[nH]c(=O)cc2ccccc12	23	1	-3.2	-5	i	3	3	i	1	2
CC1=C(C(=O)Nc2ccccc2C)C(c2cccs2)NC(=S)N1 (stereo not drawn)	4	-2	-0.9	1	i	4	24	i	1	-8
CCc1ccccc1NC1=NCC(=O)N1Cc1ccccc1	-6	1	0.0	2	i	0	-2	i	1	-1
CN(C)c1oc(/C=C/c2cccs2)nc1S(=O)(=O)c1ccccc1	-5	0	4.2	-10	i	-7	-3	.	1	1
COc1ccc(-c2noc(C(C)NC(=O)c3ccco3)n2)cc1OC (stereo not drawn)	-4	-2	-1.4	3	i	-5	3	i	-1	-1
CCNCc1ccccc1OCc1ccccc1	-1	-4	-0.4	5	i	-3	-1	i	-1	2
CCOC(=O)C1CCCN(Cc2nc(Cc3ccccc3Cl)no2)C1 (stereo not drawn)	-1	-2	-0.9	3	i	-6	-1	i	-3	3
Remaining list, next part:
SMILES	Scp-1 inhibitor	STEP inh	LMPTP block	SUMO1 PPI mod	Rpn11 block	NadD block	DNMT1 inh	Neddylation inh	Rin1 Abl inh	CSN inh
COC(=O)CCCC1=CC2=C(c3ccccc3)C(=O)C(C)(OC(=O)C3CCCC3)C(=O)C2=CN1CC1CC1 (stereo not drawn)	1	1	1.6	-26	i	2	-8	i	2	1
O=C(COC(=O)c1cccs1)NCCN1C(=O)CSC1=O	6	-3	-0.6	-3	i	5	6	i	0	1
CC(=O)N1CCN(c2ccc(NC(=O)c3ccc(OCc4ccccc4)cc3)cc2)CC1	-1	0	-0.6	-1	i	1	-7	+	4	-5
Cc1ccccc1-n1c(SCC(=O)NC(N)=O)nc2sc(-c3ccccc3)cc2c1=O	-10	15	1.8	-3	i	15	-4	i	-4	5
COC(=O)C1CN(C(=O)C(C)Oc2ccccc2Cl)c2ccccc2O1 (stereo not drawn)	-12	0	0.5	-1	i	-3	0	i	1	1
Cc1ccc(NC(=O)C(c2ccccc2)N(C)C)cc1Cl (stereo not drawn)	-2	-2	-0.9	-4	i	-10	-1	i	0	0
COc1ccccc1N1CCN(C(=O)C2CCN(S(=O)(=O)c3ccccc3)CC2)CC1	-2	0	-1.0	2	i	4	1	i	3	4
C=CCN1C(=O)C(Cc2ccc(F)cc2)S/C1=N/N=C/c1ccco1 (stereo not drawn)	-11	-1	0.8	1	i	0	1	i	2	-4
COc1ccc(NC(=O)c2sc(=O)n(Cc3ccc(SC)cc3)c2C)cc1OC	.	0	0.6	17	i	5	-9	i	4	-1
COc1ccc(OC)c(/C=C/C(=O)OCC(=O)Nc2cccc(C(C)=O)c2)c1	-16	3	-0.1	-8	i	-8	-3	.	1	-3
COc1cc(C)c(NC(=S)Nc2ccc(C)c(Cl)c2)cc1OC	0	0	2.4	-1	i	4	-3	i	0	2
Cn1c(SCC(=O)N2CCCC2)nc2cccnc21	-6	52*	0.6	0	i	0	2	i	-1	-6
CCCN1CCCc2cc(CN(CCCN3CCOCC3)C(=O)Nc3ccc(OCC)cc3)ccc21	-7	1	-3.3	-5	i	-11	-4	i	-1	-2
CCOC1=C2[C@H](c3ccccc3F)N(S(=O)(=O)c3ccc(C)cc3)C[C@H]2n2c(=O)n(-c3ccccc3)c(=O)n2C1	.	0	0.9	2	i	11	2	i	4	2
CCO/C(C)=N/Oc1cncnc1	.	3	-0.4	3	i	-4	6	i	4	-1
O=C(Nc1ccc(Cc2nc3ccccc3s2)cc1)c1ccncc1	-3	2	1.6	0	i	6	-8	i	2	1
COC(=O)c1ccc(-c2ccc(C(c3c(C)[nH][nH]c3=O)c3c(C)[nH][nH]c3=O)o2)cc1	31	1	4.9	10	i	15	44	i	7	-2
NC(=O)CC(NC(=O)Cc1ccc(Cl)cc1)c1ccc(NCCc2ccccc2F)c([N+](=O)[O-])c1 (stereo not drawn)	-11	0	1.9	-6	i	-10	13	i	2	-1
COC(=O)C1=C(N)OC2=C(C(=O)CCC2)C1c1ccc2c(c1)OCO2 (stereo not drawn)	-6	2	-2.7	-14	i	-5	1	i	1	1
N#Cc1c2n(c3c(=O)n(Cc4ccc(Cl)cc4)cnc13)CCCCC2	-9	2	0.8	0	i	-4	1	i	1	0
O=C(O)Cn1cnc2c(=S)nc[nH]c21	-3	-2	0.1	3	i	1	1	i	-3	3
COc1ccccc1N1CCN(C(=O)CSc2nnc(C)n2C2CC2)CC1	2	-4	-1.7	-1	i	-7	2	i	1	-4
CC(=O)Nc1cccc(OCCCOc2ccc([N+](=O)[O-])cc2)c1	-11	4	1.4	-9	i	-7	-4	i	0	-1
CCCc1cc(=O)oc2cc(C)cc(OCC(=O)Nc3ccccn3)c12	-6	-1	1.5	0	i	9	2	.	1	7
CCc1cc(C(=O)c2ccc(OC)cc2)c(NC(=O)CN2CCCC2)s1	-7	0	1.3	-16	i	-8	-3	i	-2	0
CC1CCCCC12NC(=O)N(CC(=O)Nc1cccnc1)C2=O (stereo not drawn)	.	-2	-0.5	-1	i	0	1	i	-1	-2
O=C(Nc1ccc(C(=O)O)cc1)/C(=C\c1ccccc1)NC(=O)c1ccco1	-7	-1	-0.5	-5	i	-4	1	i	8.6*	4
Cc1ccc(-c2csc3nc(CN(C)Cc4ccccc4)[nH]c(=O)c23)cc1	5	1	0.6	-3	i	-1	0	i	-2	12
O=C(OCCNc1ncc(C(F)(F)F)cc1Cl)c1ccc(S(=O)(=O)N2CCOCC2)cc1	-5	0	0.2	-2	i	-3	0	i	-2	-1
CN(C(=O)c1ccc2c(c1)C(=O)N(CCC1=CCCCC1)C2=O)C1CCCCC1	-15	1	1.0	-25	i	-7	-1	i	0	2

With a hit mark in STEP inh, among the entries above:
SMILES	Scp-1 inhibitor	STEP inh	LMPTP block	SUMO1 PPI mod	Rpn11 block	NadD block	DNMT1 inh	Neddylation inh	Rin1 Abl inh	CSN inh
Cn1c(SCC(=O)N2CCCC2)nc2cccnc21	-6	52*	0.6	0	i	0	2	i	-1	-6

2 compounds from above with just NadD block, SUMO1 PPI mod and CSN inh.
mol	NadD block	SUMO1 PPI mod	CSN inh
COC(=O)C1=C(N)OC2=C(C(=O)CCC2)C1c1ccc2c(c1)OCO2 (stereo not drawn)	-5	-14	1
N#Cc1c2n(c3c(=O)n(Cc4ccc(Cl)cc4)cnc13)CCCCC2	-4	0	0

Some of the entries above, reformatted.
Every second line gives: Scp-1 inhibitor, STEP inh, LMPTP block, SUMO1 PPI mod, Rpn11 block, NadD block, DNMT1 inh, Neddylation inh, Rin1 Abl inh, CSN inh
COC(=O)C1CN(C(=O)C(C)Oc2ccccc2Cl)c2ccccc2O1 (stereo not drawn)
→ -12, 0, 0.5, -1, i, -3, 0, i, 1, 1
CCOC1=C2[C@H](c3ccccc3F)N(S(=O)(=O)c3ccc(C)cc3)C[C@H]2n2c(=O)n(-c3ccccc3)c(=O)n2C1
→ ., 0, 0.9, 2, i, 11, 2, i, 4, 2
Cc1ccc(-c2csc3nc(CN(C)Cc4ccccc4)[nH]c(=O)c23)cc1
→ 5, 1, 0.6, -3, i, -1, 0, i, -2, 12
